Assay outcomes (PubChem)
DT40 TDP1 CPT = growth inhibition of DT40 Tdp1-/-;hTDP1 cells with camptothecin (screen for TDP1 inhibitors) | AID 686979 | 420,000 tested, 12% active | chicken DT40 Tdp1-/-;hTDP1 cells + 20 nM CPT, ATP luminescence, 48 h | Potency, µM (doses to about 46.2 µM), for the others: at the highest dose activity change, negative = growth inhibition, hits mostly inhibitors; also: nearly all actives have a fitted effect of over 55% in size
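Chicken DT40 Tdp1-/- cells stably complemented with human TDP1 were seeded at 400 cells/well in medium containing 20 nM camptothecin, exposed to pin-transferred compounds, and grown at 37 °C for at least 48 hr. Viability was read as ATP luminescence.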
N370S GC = N370S glucocerebrosidase modulation, Gaucher chaperone candidate; P04062; N370S GC spleen homogenate, 4MU-glucoside fluorescence; Potency, µM (series often up to 59.4 µM), without a hit: top-dose activity change, negative = inhibition, actives largely listed as inhibitors; 330,000 tested, 0.092% active;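 also: 0% = full enzyme activity and -100% = no enzyme basal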
FEN1 inh = inhibitors of human flap endonuclease 1. P39748. Recombinant FEN1 flap cleavage, fluorescence, 15 min. Potency, µM (doses to about 114 µM), inactives show at the highest dose activity change, negative = inhibition, hits mostly inhibitors. 390,000 tested, 0.35% active. AID 588795; also: nearly all actives have a fitted effect of over 65% in size
Target sequence (P39748 whole entry, looked up): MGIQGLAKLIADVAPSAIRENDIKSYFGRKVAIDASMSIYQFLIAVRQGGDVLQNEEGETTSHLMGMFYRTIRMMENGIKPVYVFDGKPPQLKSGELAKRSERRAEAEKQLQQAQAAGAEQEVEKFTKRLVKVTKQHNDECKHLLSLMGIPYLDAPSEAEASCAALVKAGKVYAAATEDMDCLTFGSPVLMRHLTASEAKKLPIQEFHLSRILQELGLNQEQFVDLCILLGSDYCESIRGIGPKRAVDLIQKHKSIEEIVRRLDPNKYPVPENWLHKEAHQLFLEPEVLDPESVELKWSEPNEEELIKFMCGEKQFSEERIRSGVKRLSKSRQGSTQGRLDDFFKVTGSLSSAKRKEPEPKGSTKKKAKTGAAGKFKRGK
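Steps: FEN1 (10 nM) dispensed; compound added by pin tool; 15 min at room temperature; substrate added to 50 nM final; reads at 0 min and 15 min; data normalized and fitted (four-parameter Hill).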
Starred values were filed as active, the others as inactive; ? = inconclusive; / = no result given; & = joins results of further samples; [ ] = another dose, or the depositor's remark. Calls follow the shape of the dose curve; as a rule, active = well fitted curve in the direction sought with a large enough effect; inconclusive = small, poorly fitted or top-dose-only effect, or another doubt; inactive = no such curve, though single readings can be large; an effect the other way counts as inactive or inconclusive. Unless noted, % is scaled to controls: 0 for no effect and ±100 for the full control effect; potency is read from the fitted curve at half-maximal effect. A portion of the library. The share of hits here may be higher or lower than overall.

SMILES	DT40 TDP1 CPT	N370S GC	FEN1 inh
COc1ccc(CCNC(=O)CSc2nc3c(c(=O)n(C)c(=O)n3C)n2C)cc1OC	-1%	4%	-17%
CC1(OC(=O)CCc2ccccc2)C(=O)C=C2C=C(c3ccc(C#N)cc3)N(C(CO)CO)C=C2C1=O (stereo not drawn)	9%	-1%[12.8 µM]	-5%
CCc1ccc2[nH]c(=O)c(CN(CCCO)C(=O)NCc3ccccc3)cc2c1	-19%	-2%	-17%
CSc1ccc(CNC(=O)C2Cc3cc(S(=O)(=O)N4CCCC4)ccc3N2C(C)=O)cc1 (stereo not drawn)	?	7%	3%
Cc1cc(NC(=O)CCC(=O)N(c2ccccc2)C(C(=O)NCC2CCCO2)c2cccnc2)no1 (stereo not drawn)	2%	12%	6%
O=C(c1ccccc1)c1cc2ccccc2oc1=O	-8%	4%	-7%
NC(CC(=O)O)c1cccc(OCc2ccccc2)c1 (stereo not drawn)	-3%	24%	1%
O=C1CCN(Cc2ccccc2)CCN1CCOc1ccccc1	21µM*	-2%	16%&1%
CCOC(=O)c1cnc(-c2ccccc2)nc1N(C)C	-17%	12%	-2%
CC1c2ccccc2CN1CC1=NCCN1 (stereo not drawn)	5%	-1%	/
Cc1ccc(C(=O)C(C)OC(=O)c2ccccc2[N+](=O)[O-])cc1 (stereo not drawn)	?	7%	-9%
COc1ccc(/C=C/C(=O)c2ccc(C)c([N+](=O)[O-])c2)cc1O	?	-5%	-18%
CCOc1ccc(OCCC(=O)OCC(=O)NC2CCCCC2)cc1	-7%	-1%	9%
O=c1[nH]c(/C=C/c2ccccc2OC(F)F)nc2c1cnn2-c1ccccc1	-19%	1%	1%
Cc1ccc(C(=O)CSc2nc(-c3ccccc3)ccc2C#N)cc1	?	10%	-2%
CC(CC(=O)O)NCC1COc2ccccc2O1 (stereo not drawn)	6%	/	11%
O=C(Nc1cccc(-c2ccc(N3CCOCC3)nn2)c1)c1ccc([N+](=O)[O-])cc1	?	-28%	1%
COCCCn1c(SCc2ccccc2F)nc2c(sc3ccccc32)c1=O	?	/	8%
COc1ccc(CN/C(C)=C(/C#N)C(N)=O)cc1OC	-12%	5%	-4%
OCC1(Cc2ccccc2)CCN(Cc2cccc(F)c2F)CC1	?	-5%	-4%
Cc1ccc2nc(NCCC(=O)O)nc(-c3ccccc3)c2c1	-19%	3%	-2%
O=Nc1c(-c2c(O)[nH]c3ccccc23)[nH]c2ccccc12	?	3%&3%&-1%&4%	?
Cc1ccc(N2CCN(/N=C/C=C/c3ccccc3)CC2)cc1	-4%	0%	-1%
CCCC(NC(=O)Cc1c(C)c2cc3c(C)c(C)oc3c(C)c2oc1=O)C(=O)N[C@@H](Cc1ccccc1)C(=O)O (stereo partly drawn)	9%	7%	-3%
CCC(C)Cn1cnc2c(Sc3c([N+](=O)[O-])ncn3C)nc(N)nc21 (stereo not drawn)	16µM*	/	13%
CCOc1ccc(-c2cc(CCCC(=O)NCCc3cc(OC)c(OC)c(OC)c3)no2)cc1	?	/	-4%
O=C(O)[C@@H]1CCCN1S(=O)(=O)c1cccc(S(=O)(=O)N2CCC[C@H]2C(=O)O)c1	-1%	0%	2%
Cc1ccc(NC(=O)COC(=O)CN2C(=O)NC3(CCCC3)C2=O)cc1S(=O)(=O)N(C)C	-14%	-8%	-2%
Cc1cc(C)cc(NC(=O)N2CCC(NC(=O)c3ccccc3C)CC2)c1	-2%	5%	3%
COc1cccc(N2CCN(C(=O)C3CCCN(S(=O)(=O)c4ccc(Br)s4)C3)CC2)c1 (stereo not drawn)	?	/	-13%
O=C(O)C1C(C(=O)Nc2ccc(Cl)cc2)C2C=CC1C21CC1 (stereo not drawn)	-2%	9%	-1%
Cc1c(C(=O)NCc2ccccc2)oc2ccc(S(=O)(=O)N3CCC4(CC3)OCCO4)cc12	?	-9%	-11%
CCc1cccc(NC(=O)Nc2cn(C)c(=O)c3ccccc23)c1	-21%	/	-19%
Cc1ccc(S(=O)(=O)N2CCOCC2)cc1C(=O)OCC(=O)NCCc1ccc(F)cc1	-22%	/	3%
COc1cc(C(O)c2nc3ccccc3n2C)cc(OC)c1OC (stereo not drawn)	?	1%	7%
N#CC1CC(c2ccccc2)=NN1c1ccccc1[N+](=O)[O-] (stereo not drawn)	-7%	0%	?
Cc1ccc(S(=O)(=O)NC(CC(C)C)C(=O)Nc2ccncc2)cc1 (stereo not drawn)	?	?	1%
O=C(NCC(c1cccnc1)N1CCN(c2ccc(F)cc2)CC1)c1ccco1 (stereo not drawn)	?	19%	12%
Cc1ccc(Cl)cc1NC(=O)c1ccc(NC(=O)N2CCSc3ncccc32)cc1	?	/	-14%
O=S(=O)(c1ccc(NC(=S)N2CCN(c3ccc(O)cc3)CC2)cc1)N1CCOCC1	?	-11%	-5%
Cn1c(N)c(C(=O)COC(=O)c2ccccn2)c(=O)n(C)c1=O	9%	19%	7%
O=C(CN1CCN(Cc2cccc(Cl)c2)C1=O)NCc1cccs1	-5%	4%	-2%
CC1(C)CC(=O)c2sc(NC(=O)C3CC3)nc2C1	-7%	3%	0%
O=C(OCC(=O)N1CCCCC1)c1ccc2c(c1)C(=O)N(Cc1ccco1)C2=O	-15%	/	-11%
S=c1[nH]nc(-c2cccnc2)n1/N=C/c1ccccc1	4%	2%	6%
Cc1cccc(OCCOCCN2CCOCC2)c1C	-17%	4%	-1%
C=CCC[C@@H](Cc1ccc(F)cc1)C(=O)OC[C@H](Cc1c[nH]c2ccccc12)NC(=O)[C@@H](CC=C)CC(=O)NCCO	?	/	-16%
CC(=O)c1cccc(NC(=O)C2=CC(c3cccs3)=NS(=O)(=O)N2C)c1	2%	-7%	1%
O=C(N/N=C\c1cccc(F)c1)c1ccc(Cn2cc(Br)c([N+](=O)[O-])n2)o1	-22%	12%	-6%
C#CCOCCOCCOCCNc1nc(N2CCN(C(=O)Cn3cc(CCCCN)nn3)CC2)nc(N2CCN(C(=O)[C@H](C)n3cc(CCC(=O)O)nn3)CC2)n1	-9%	/	6%
COC(=O)c1ccc(C)c(NC(=O)CCCN2C(=O)NC(C)(C)C2=O)c1	0%	/	2%
O=C(CSc1nnc(-c2ccc(Cl)cc2)n1-c1ccc(Cl)cc1)N/N=C/c1ccccc1C(=O)O	10%	-1%	10%
Cc1nn(CCc2n[nH]c(=S)n2-c2ccc(F)c(Cl)c2)c(C)c1[N+](=O)[O-]	-7%	15%	-7%
CN1N=C(c2ccc(Cl)cc2)CC(c2ccc(Cl)cc2)C1=O (stereo not drawn)	-1%	6%	-24%
COc1cc(C(=O)N2C(=O)c3cccc(N)c3C2=O)cc(OC)c1OC	19%	-7%	0%
CCOC(=O)c1c(C)[nH]c(C=C2C(=O)CCCC2=O)c1O	?	-18%	-2%
CC(C)[C@@H](C(=O)N1CCCC1)N1C(=O)N2CCc3c([nH]c4ccccc34)[C@@]2(C)C1=O	?	-13%	12%
CCOc1cc2[nH]c(=S)n(CCCN3CCOCC3)c(=O)c2cc1OCC	?	-5%	-17%
FC(F)(F)c1ccccc1CNCc1ccc2c(c1)OCO2	-10%	-3%	-3%
CC1(C)Cc2c(c(=S)nc(-c3ccccc3)n2CCO)CO1	0%	2%	4%

2 consecutive records already listed, for reference:
SMILES	DT40 TDP1 CPT	N370S GC	FEN1 inh
COc1ccc(CCNC(=O)CSc2nc3c(c(=O)n(C)c(=O)n3C)n2C)cc1OC	-1%	4%	-17%
CC1(OC(=O)CCc2ccccc2)C(=O)C=C2C=C(c3ccc(C#N)cc3)N(C(CO)CO)C=C2C1=O (stereo not drawn)	9%	-1%[12.8 µM]	-5%

Later entries.
SMILES	DT40 TDP1 CPT	N370S GC	FEN1 inh
Cc1ccc(NC(=O)C2CCCN(S(=O)(=O)c3c(C)noc3/C=C/N(C)C)C2)c(C)c1 (stereo not drawn)	-28%	-14%	-17%
COc1ccc2cc(-c3ccn[nH]3)ccc2c1	?	-2%	6%
CCOC(=O)CNC(=S)N(Cc1ccccc1)Cc1ccccc1F	3%	-2%	-1%
O=C(Cc1ccsc1)OCC(=O)c1ccccc1	3%	/	7%
COc1ccccc1C(=O)Oc1c(Sc2ccccc2)c(C)nn1C(C)(C)C	?	/	-8%
N/C(=N\OC(=O)C1CCCCC1)c1cccc([N+](=O)[O-])c1	-6%	12%	-18%
CCOc1ccccc1C1CC(=O)NC2=C1C(=O)CCC2 (stereo not drawn)	?	16%	4%
COC(=O)CSc1nnc(CNC(=O)Cc2ccccc2)n1-c1ccccc1OC	-5%	5%	-6%
Cc1ccc(O)c(C2=NOC(O)(C(F)(F)F)C2)c1 (stereo not drawn)	-6%	-1%	0%
O=C(CCNC(=O)c1ccc(Br)cc1)Nc1cccc(S(=O)(=O)N2CCCCC2)c1	?	-9%	-16%
CCn1cc(C(=O)NCCN(CC(C)C)CC(C)C)c(=O)c2cc(S(=O)(=O)N3CCOCC3)ccc21	-39%	-13%	-6%
C/C(=C\C(=O)c1ccc(Cl)cc1)Nc1ccc(Br)cc1	-3%	/	-18%
O=C(CSc1ncn[nH]1)NN(c1ccccc1)c1ccccc1	-6%	0%	1%
Cc1cc(C(=O)Nc2ccc3[nH]ccc3c2)no1	5%	-13%	1%
CCOc1ccc(C(C)=O)cc1COC(=O)CNC(=O)C12CC3CC(CC(C3)C1)C2	-22%	/	6%
O=C(NN(c1ccccc1)c1ccccc1)c1ccccc1F	-2%	-15%	11%
COc1ccc(-c2csc3ncn(-c4ccccc4OC)c(=O)c23)cc1OC	?	-9%	-2%
O=C(NCCc1ccc(Cl)cc1)c1ccc2c(c1)N(Cc1ccccc1)C(=O)CS2	16µM*	/	-12%
Cc1nonc1NC(=O)CSc1nc2ccccc2o1	-11%	-5%	-9%
CCC(C)N(CCNC(=O)CC1Oc2ccccc2NC1=O)C1CCCCC1 (stereo not drawn)	0%	-13%	5%
CCc1ccccc1NC(=O)CC(=O)Nc1ccccc1CC	7%	-17%	6%
Cc1ccc(F)cc1NC(=O)c1cccc2nccnc12	1%	1%	3%
C=CCC1(C(=O)NCCO)CCN(C(=O)OC(C)(C)C)CC1	-5%	3%	-7%
O=C(O)c1cc(-c2ccccc2)n(-c2ccc(Cl)cc2Cl)n1	1%	4%	2%
O=C(Cc1ccccc1)Nc1c(C(=O)N2CCN(c3ccc(F)cc3)CC2)oc2ccccc12	16µM*	/	-16%
COc1cc(C)c(C(=O)Oc2cc(C)c(C(=O)O)c(O)c2)c(O)c1	0%	0%	?
CCOC(=O)N1CCC(NC(=O)CC2C(=O)NCCN2Cc2ccc(C)cc2)CC1 (stereo not drawn)	-1%	-5%	5%
Cc1c(OCC(=O)NCc2ccncc2)ccc2c3c(c(=O)oc12)CCC3	-27%	19%	15%
O=C(Cc1ccccc1)NCCc1csc2nc(-c3ccc(Cl)cc3)nn12	12µM*	/	2%
CCOC(=O)CSc1ccc2nnc(-c3ccncc3)n2n1	-15%	4%	1%

Of the compounds above, these have an aryl methoxy group.
SMILES	DT40 TDP1 CPT	N370S GC	FEN1 inh
COc1ccc(CCNC(=O)CSc2nc3c(c(=O)n(C)c(=O)n3C)n2C)cc1OC	-1%	4%	-17%
COc1ccc(/C=C/C(=O)c2ccc(C)c([N+](=O)[O-])c2)cc1O	?	-5%	-18%
COc1ccc(CN/C(C)=C(/C#N)C(N)=O)cc1OC	-12%	5%	-4%
CCOc1ccc(-c2cc(CCCC(=O)NCCc3cc(OC)c(OC)c(OC)c3)no2)cc1	?	/	-4%
COc1cccc(N2CCN(C(=O)C3CCCN(S(=O)(=O)c4ccc(Br)s4)C3)CC2)c1 (stereo not drawn)	?	/	-13%
COc1cc(C(O)c2nc3ccccc3n2C)cc(OC)c1OC (stereo not drawn)	?	1%	7%
COc1cc(C(=O)N2C(=O)c3cccc(N)c3C2=O)cc(OC)c1OC	19%	-7%	0%
COc1ccc2cc(-c3ccn[nH]3)ccc2c1	?	-2%	6%
COc1ccccc1C(=O)Oc1c(Sc2ccccc2)c(C)nn1C(C)(C)C	?	/	-8%
COC(=O)CSc1nnc(CNC(=O)Cc2ccccc2)n1-c1ccccc1OC	-5%	5%	-6%
COc1ccc(-c2csc3ncn(-c4ccccc4OC)c(=O)c23)cc1OC	?	-9%	-2%
COc1cc(C)c(C(=O)Oc2cc(C)c(C(=O)O)c(O)c2)c(O)c1	0%	0%	?

(list continues)
SMILES	DT40 TDP1 CPT	N370S GC	FEN1 inh
Clc1ccc(-c2csc3ncnc(Cl)c23)cc1	?	0%	14%
Cc1ccccc1NC(=O)CSc1nnc(-c2ccccn2)o1	-10%	-3%	17%
FC(F)(F)c1nnc2ccc(N3CCCC3)nn12	1%	12%	2%
Cc1ccccc1NC(=O)C1CC(=O)n2ncnc2N1 (stereo not drawn)	4%	8%	1%
CC(=O)N1CCN(c2nc3cc4c(cc3nc2NS(=O)(=O)c2ccccc2)OCCO4)CC1	-22%	-2%	0%
O=C(Nc1c2c(nc3ccccc13)CCCC2)c1ccccc1F	-24%	2%	-32%
COc1ccccc1OCCC(=O)O	0%	0%	-4%
C[C@H](NC(=O)c1[nH]cnc1C(=O)Nc1nccs1)c1ccccc1	?	/	-2%
CCc1ccc(NC(=O)CCNS(=O)(=O)c2cccs2)cc1	-2%	2%	2%
